Assay outcomes from PubChem BioAssay.
HCMV antiviral – qHTS Assay for inhibitors of the human cytomegalovirus (HCMV); HFF cells, HCMV-luciferase reporter, 72 h; hits give low values; 410,000 tested, 4.5% active; activity change, negative = inhibition, % at 57.5 µM; in the data active means activity change below about -60%; inconclusive means no clear call, values can overlap the other calls; inactive means above about -39%
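After 16 h attachment at 37C, HFF cells received test compound and HCMV-luciferase (1 PFU/cell); reporter luminescence read 72 h later, data normalized against buffer-only and known inhibitor Salinomycin.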
FBPA Giardia inh – qHTS Assay for Inhibitors of Fructose-1,6-bisphosphate Aldolase from Giardia Lamblia. Potency, µM (doses to about 59.6 µM), inactives show top-dose activity, negative = inhibition, usual class: inhibitors. purified Giardia FBPA. 290,000 tested, 0.71% active. A8B2U2; further: potency means the concentration at half of the fitted maximal effect; nearly all actives have a fitted effect of over 55% in size
Target sequence (A8B2U2 whole entry, looked up): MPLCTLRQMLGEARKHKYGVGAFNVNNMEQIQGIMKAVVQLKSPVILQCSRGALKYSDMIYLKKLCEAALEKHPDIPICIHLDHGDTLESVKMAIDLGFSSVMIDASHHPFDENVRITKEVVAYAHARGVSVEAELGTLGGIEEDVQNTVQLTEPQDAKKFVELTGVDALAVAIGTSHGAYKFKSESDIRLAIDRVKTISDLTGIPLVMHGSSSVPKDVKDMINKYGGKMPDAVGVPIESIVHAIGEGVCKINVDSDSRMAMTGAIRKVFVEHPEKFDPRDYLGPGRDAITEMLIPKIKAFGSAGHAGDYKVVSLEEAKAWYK
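40 nM FBPA preincubated 10 min at RT with compound (up to 57.5 uM final), then substrate plus GAPDH/TPI/NAD/arsenate coupling and diaphorase/resazurin added. Fluorescence read after 20 min at RT, 525/598 nm.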
AmpC inh detg – qHTS Inhibitors of AmpC Beta-Lactamase (assay with detergent); Potency, µM (series often up to 114 µM), without a hit: at the top dose activity change, negative = inhibition, hits mostly inhibitors; P00811; 370,000 tested, 0.041% active; AmpC hydrolysis of nitrocefin, absorbance 480 nm, 0.01% Triton;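 further: potency means the concentration at half of the fitted maximal effect; 0% = no-compound wells and -100% = no-enzyme wells; nearly all actives have a fitted effect of over 25% in size; some results filed as inactive show a strong effect at the top dose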
Target sequence (P00811 whole entry, looked up): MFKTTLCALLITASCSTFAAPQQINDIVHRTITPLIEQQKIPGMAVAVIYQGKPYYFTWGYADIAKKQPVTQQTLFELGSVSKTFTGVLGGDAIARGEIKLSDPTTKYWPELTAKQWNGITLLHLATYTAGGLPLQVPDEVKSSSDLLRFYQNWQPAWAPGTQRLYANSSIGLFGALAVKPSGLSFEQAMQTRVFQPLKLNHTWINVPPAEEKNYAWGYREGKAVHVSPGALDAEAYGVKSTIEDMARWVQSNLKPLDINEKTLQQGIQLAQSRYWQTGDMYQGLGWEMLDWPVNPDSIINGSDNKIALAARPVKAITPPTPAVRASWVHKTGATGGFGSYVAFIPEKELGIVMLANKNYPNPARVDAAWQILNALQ
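20 mM phosphate pH 7.0 + 0.01% (detergent screen) or 0.0001% Triton X-100; 5.3 nM AmpC reagent; cpd preinc 15 min RT; nitrocefin (800 uM stock) to start; A480 q20 s × 4 min; Activity was normalised to no-enzyme and no-compound control wells.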
HCV inh – qHTS Assay for Inhibitors of Hepatitis C Virus (HCV); Huh7.5.1 HCVcc-Cre infection, luciferase reporter, 44 h; Potency, µM (doses to about 41.8 µM), inactives show at the highest dose activity change, negative = inhibition, most hits filed as inhibitors; 340,000 tested, 3.4% active; AID 651820, 2012; further: potency means the concentration at half of the fitted maximal effect
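Compounds are dispensed onto cells plated 4 h earlier at 1,000 per well, with HCVcc-Cre virus (about 0.5 moi) added next. Following 44 h of culture, luminescent signal is measured for 15 sec after 15 min with substrate at room temperature.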
Sm TGR inh – qHTS Assay for the Inhibitors of Schistosoma Mansoni Peroxiredoxins | 360,000 tested, 3% active | purified TGR, DTNB reduction, TNB absorbance 405 nm | Potency, µM (top dose mostly 114 µM), for inactives: at the top dose activity change, negative = inhibition, actives largely listed as inhibitors | AID 485364, 2010 | Schistosoma mansoni thioredoxin glutathione reductase (TGR), Q962Y6; further: potency means the concentration at half of the fitted maximal effect; nearly all actives have a fitted effect of over 60% in size
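Kinetic colorimetric format: TGR-catalysed, NADPH-driven DTNB reduction monitored via TNB absorbance. Enzyme dispensed at 20 nM; compound exposure 15 min at room temperature before reaction start.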
AMA1-RON2 inh – qHTS for Inhibitors of AMA1-RON; Towards Development of Antimalarial Drug Lead: Primary Screen; Potency, µM (series often up to 58.2 µM), for the others: at the top dose activity change, negative = inhibition, hits mostly inhibitors; Plasmodium falciparum AMA1 (3D7) - RON2 peptide interaction; AlphaScreen AMA1-biotinylated RON2 peptide binding; 360,000 tested, 0.2% active;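 further: potency means the concentration at half of the fitted maximal effect; 0% = vehicle wells and -100% = peptide control; nearly all actives have a fitted effect of over 45% in size; some results filed as inactive show a strong effect at the top dose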
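AMA1 (3D7) with his tag at 25 nM final met compounds first, then biotinylated RON2 peptide at 25 nM; detection used donor plus acceptor beads, 10 µg/mL apiece, read by AlphaScreen after 30 min at room temperature.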
Active calls of the source: *; ? = inconclusive; / = not tested or not shown; & = joins results of further samples; [ ] = dose if it differs, or a comment. Unless noted, the call rests on the fitted dose curve; in most records, active means well fitted curve in the direction sought with a large enough effect; inconclusive means small, poorly fitted or top-dose-only effect, or another doubt; inactive means no such curve, though single readings can be large; an effect the other way counts as inactive or inconclusive. Unless noted, on the % scale 0 is the no-effect control and ±100 the full control effect. Rows are unselected; overall some 9.3% were active at least once.

SMILES	HCMV antiviral	FBPA Giardia inh	AmpC inh detg	HCV inh	Sm TGR inh	AMA1-RON2 inh
CN(C(=O)c1cccc(NC(=O)Cc2ccc(NC(=O)C3CCN(S(=O)(=O)c4cccc([N+](=O)[O-])c4)CC3)cc2)c1)C1CC1	7	/	/	?	/	-12%
Cc1cc(C)n(-c2c(F)c(F)c(COC(=O)c3ccccc3)c(F)c2F)n1	9	0%	0%	18%	10%	12%
COc1ccc([C@@H]2[C@@H]3C(=O)N(C(C)(C)C)C(=O)[C@@H]3[C@]3(Cc4ccccc4)C(=O)N(c4ccc(Br)cc4)C(=O)N23)cc1	/	9%	?	-4%	-23%	-11%
O=C(c1cccnc1)N1CCN(c2ccc3ccccc3n2)CC1	-12	4%	4%	-4%	-9%	-15%
COc1ccc(CNCC(O)COc2ccc(C(C)(C)c3ccccc3)cc2)cc1 (stereo not given)	?	?	-8%	5%	-5%	-20%
O=C(CO/N=C/c1cccc([N+](=O)[O-])c1)Nc1ccc2ccccc2c1	58	-7%	-9%	-1%	-3%	-4%
CC1CC(C)CN(S(=O)(=O)c2ccc(C(=O)N3CCN(c4ccccc4)CC3)cc2)C1 (stereo not given)	-25	1%	-9%	10µM*	-28%	-1%
Cc1cccc(OCCSCc2nc3ccccc3[nH]2)c1	6	/	-11%	6.3µM*	-1%	-3%
CSCCC(NC(=O)c1ccccc1)C(=O)N(C)CC(=O)Nc1ccc(N2CCOCC2)cc1 (stereo not given)	-24	/	5%	/	2%	10%
O=C(NCC1CCCO1)C1CC(=O)N(c2ccc(F)c(Cl)c2)C1 (stereo not given)	53	1%	?	11%	8%	3%
COc1cc(C(=O)Nc2cccc(OCc3cc(=O)n4cc(C)sc4n3)c2)cc(OC)c1OC	-11	/	12%	/	-1%	/
CC(C)(C)C(=O)NC(=S)NCCc1ccccc1	24	-1%	-5%	-6%	20µM*	0%
O=S(=O)(NCCc1cn2ccccc2n1)c1ccc(F)c(C(F)(F)F)c1	-17	4%	-6%	8%	-3%	-8%
Cc1csc(SCC(=O)Nc2ncc(Cl)c(C)c2Cl)n1	17	12%	1%	1%	-4%	0%
COc1ccc(C(C)C)cc1S(=O)(=O)N1CCC(C(=O)N2CCN(C)CC2)CC1	0	12%	0%	-12%	3%	-9%

Next part, starting with the last five of the part before.
SMILES	HCMV antiviral	FBPA Giardia inh	AmpC inh detg	HCV inh	Sm TGR inh	AMA1-RON2 inh
COc1cc(C(=O)Nc2cccc(OCc3cc(=O)n4cc(C)sc4n3)c2)cc(OC)c1OC	-11	/	12%	/	-1%	/
CC(C)(C)C(=O)NC(=S)NCCc1ccccc1	24	-1%	-5%	-6%	20µM*	0%
O=S(=O)(NCCc1cn2ccccc2n1)c1ccc(F)c(C(F)(F)F)c1	-17	4%	-6%	8%	-3%	-8%
Cc1csc(SCC(=O)Nc2ncc(Cl)c(C)c2Cl)n1	17	12%	1%	1%	-4%	0%
COc1ccc(C(C)C)cc1S(=O)(=O)N1CCC(C(=O)N2CCN(C)CC2)CC1	0	12%	0%	-12%	3%	-9%
CCCC(=O)NC(NC(=S)Nc1ccc(S(N)(=O)=O)cc1)C(Cl)(Cl)Cl (stereo not given)	0	-14%	?	6%	-29%	-10%
Cc1sc2ncnc(NS(=O)(=O)c3ccc(Cl)cc3)c2c1C	-13	/	/	-23%	/	-7%
Cc1cc(C)cc(Oc2ccccc2/C=C\C(=O)O)c1	44	6%	-8%	20%	1%	12%
Cc1ccc(NC(=O)CSc2nc3nc(C)c(Cc4ccccc4)c(C)n3n2)cc1	21	/	9%	/	1%	/
O=C(NCc1ccco1)c1ccc2c(=O)n(Cc3ccco3)c(SCC(=O)N3CCCC3)nc2c1	-24	0%	?	13µM*	?	-19%
COc1cc2cc(CNc3ccccc3)c(=O)n(CC(=O)Nc3cc(C)cc(C)c3)c2cc1OC	45	/	6%	/	-28%	/
CCCc1cc(=O)[nH]c(SCC(=O)Nc2ccccc2C#N)n1	?	-17%	-9%	16%	-2%	2%
CCN1C(=NCCc2cccnc2)N[C@@H](c2ccccc2)C(C(=O)OC)=C1C	/	-6%&2%	-8%&-5%	-1%	3%&-2%	17%
CC(C)C(c1nnnn1Cc1ccc(F)cc1)N1CCN(C2CCCC2)CC1 (stereo not given)	-10	-3%	3%	-21%	/	3%
CCN1C(=O)[C@H]2[C@@H](c3ccc(-c4ccc(Cl)c(Cl)c4)c(OC)c3)N[C@@](Cc3ccccc3)(C(=O)OC)[C@H]2C1=O	34	/	2%	-14%	?	-6%
CC(OC(=O)c1ccc(-c2ccc(O)cc2)cc1)C(=O)NC1CCCCC1C (stereo not given)	3	/	-11%	13µM*	2%	-2%
Cc1cc(Cl)c2oc(C(=O)N3CCCCC3CCN3CCCC3=O)c(C)c2c1 (stereo not given)	5	/	-4%	8%	-4%	12%
Cc1ccc(NC(=O)C2CCN(S(=O)(=O)c3ccc4c(c3)CCCC(=O)N4)CC2)cc1N(C)C	-35&-6	-11%	1%&-1%	-23%	-12%&-1%	-9%
CC(=O)c1cccc(NC(=O)NCCc2ccc(Cl)cc2)c1	21	3%	-19%	-14%	-3%	16%
CCc1ccccc1NC(=O)Cn1cc(C(=O)c2ccc(Cl)cc2)c(=O)c2ccc(C)nc21	10	/	8%	/	1%	/
CCNC(=S)NNC(=O)c1cc(CC(C)C)nc2ccccc12	45	-3%	-2%	8%	8%	74%[activator]
CCOc1ccccc1C(=O)Nc1ccc(S(=O)(=O)N2CCOCC2)cc1	-11	4%	?	13µM*	-9%	2%
CCC1Nc2ncnc(N3CCOCC3)c2N(Cc2ccccc2)C1=O (stereo not given)	0	/	-3%	8%	-31%	18%
O=C(Cc1c[nH]c2ccccc12)NC1(C(=O)NC2CCCCC2)CCCCC1	-17	4%	-10%	-5%	-15%	-3%
O=C(NCc1ccc2c(c1)OCO2)c1ccc(-n2cnnn2)cc1	12	1%	1%	-24%	5%	-14%
CCOc1ccc(N2C(=O)CC(NCCc3ccc(S(N)(=O)=O)cc3)C2=O)cc1 (stereo not given)	-11	-7%	-12%	28%	-10%	-1%
COc1nc(N)c(C#N)c(-c2ccc(N(C)CCC#N)cc2)c1C#N	-33	5%	-3%	?	-7%	15%
O=C(Nc1cccc(Cl)c1)c1cc(S(=O)(=O)N2CCOCC2)cs1	17	/	4%	?	-23%	7%
Cc1cc(C)cc(N(CC(=O)NC2CCCCC2)C(=O)c2ccc(C)s2)c1	0	5%	?	11µM*	2%	8%
COc1ccccc1CC(=O)NC1CCN(Cc2ccccc2)CC1	27	8%	5%	2%	-3%	8%
COc1cc(OC)cc(C(=O)NCC(=O)NCc2ccccn2)c1	-4	/	/	10%	/	12%
O=C(Nc1nc(-c2cc(F)ccc2F)cs1)c1ccccn1	-37	0%	-5%	?	1%	59%[activator]
COc1ccccc1NC(=O)Cn1nnc(-c2ccccc2NC(=O)c2cccs2)n1	-19	0%	-9%	-21%	6%	7%
Cc1cc(C(=O)CN2C(=O)NC3(CCC(C)CC3)C2=O)c(C)n1C (stereo not given)	23	0%	2%	0%	-16%	2%
Cc1cccc(C(=O)OC(C)CN2CCOCC2)c1 (stereo not given)	2	0%	6%	21%	8%	12%
CCN(CCNC(=O)CCCn1nc(C)n2c(cc3sccc32)c1=O)c1ccccc1	-7	-1%	-8%	?	0%	-3%
CSc1ncccc1C(=O)N1CCCC(C(=O)c2ccc3ccccc3c2)C1 (stereo not given)	-5	-4%	3%	?	-10%	-8%
Cc1ccc(NC(=O)CSCC(=O)N2CCN(Cc3ccc4c(c3)OCO4)CC2)cc1	-10	/	7%	/	-43%	-3%
CC1(C)C2CC[C@]3(C)C(CC=C4[C@@H]5C[C@@](C)(CO)[C@@H](O)C[C@]56C[C@@H](OC6=O)[C@]43C)[C@@]2(C)CC[C@@H]1O (stereo not given in full)	26	/	/	1.3µM*	/	5%
O=C(NCC(=O)N1CCOCC1)c1ccccc1	-5	3%	0%	7%	1%	3%
CCOC(=O)c1c(-c2ccc(OC)cc2)csc1NC(=O)COc1ccc2c(C)cc(=O)oc2c1	-36	1%	?	1%	1%	-9%
CCOc1ccc(NC(=O)CSc2nnc(-c3ccccn3)n2C)cc1	-4	2%	3%	6%	0%	?
Cc1ccc(C)c(NC(=O)c2ncn[nH]2)c1	-19	/	-3%	9%	5%	10%
CCOc1cc(C)nc(NCc2ccccc2)n1	26	2%	-5%	-2%	3%	-4%
O=C(c1ccco1)N1CCN(C(=O)C(c2ccccc2)c2ccccc2)CC1	-13	8%	-14%	-9%	-12%	14%
CC(=O)c1cn(CC(=O)Nc2ccc(C)c(C)c2)c2ccccc12	-5	2%	0%	-21%	4%	-11%
CCOC(=O)c1[nH]c2ccccc2c1NC(=O)C1CCCCC1	5	-2%	-10%	11%	-4%	-3%
CCOc1ccc(NC(=O)CN2C(=O)C(c3ccccc3)=NC23CCC(C)CC3)cc1 (stereo not given)	1	/	3%	/	10%	/
Cc1ccc(Sc2c(C(=O)Nc3ccc(F)cc3F)c(C(F)(F)F)nn2C)cc1	-12	-1%	-13%	-2%	0%	25%
c1ccc(C2CC3CC4(CCCC4)N2O3)cc1 (stereo not given)	1	2%	?	18%	4%	-2%
CCc1ccc(OCCCn2c(-c3ccc(Cl)cc3)nc3ccccc3c2=O)cc1	6	/	-7%	/	-3%	/
COc1ccc(CCN2C(=O)c3ccccc3C2(O)c2ncc[nH]2)cc1OC (stereo not given)	-26	-17%	3%	12%&8%	2%	73%[activator]
CCOC(=O)C1CCN(C(=O)c2ccc(-n3ccc4ccccc43)s2)CC1	100	/	2%	/	12%	/
COc1ccc(CCN2CC(C(=O)NCCCn3nc(C)cc3C)CCC2=O)cc1 (stereo not given)	-23	/	0%	13%	7%	3%
CCN(CCCNC(=O)c1cc2cc3cc(OC)ccc3nc2s1)c1cccc(C)c1	11	/	19%	/	0%	/
Cn1c(N)c(Sc2ccccc2[N+](=O)[O-])c(=O)n(C)c1=O	-27	-4%	?	2%	-20%	0%
COc1cccc2cc(/C(=N/O)c3ccc(Br)cc3)oc12	-66*	-4%	3%	-29%	-2%	-2%
O=C(NCc1cccnc1)C1CCN(S(=O)(=O)c2cccs2)CC1	-11	1%	0%	15%	-23%	3%
Cc1nn(CC(=O)NC(=O)NC2CCCC(C)C2C)c(=O)c(C#N)c1C (stereo not given)	-30	/	-14%	?	-6%	14%
COc1ccccc1Nc1nn2c(=O)c3ccc(C(=O)N4CCCC(C)C4)cc3nc2s1 (stereo not given)	-40&-30	10%	3%&5%	?	-4%&7%	-2%
O=C(NC1=NCCS1)c1cc(-c2ccccc2)nn1-c1ccccc1	-15	5%	-19%	-8%	6%	5%
